# APOBEC3G inh: APOBEC3G DNA deaminase inhibitors, primary screen, biochemical, fluorescence, single-stranded DNA substrate, uHTS. DNA dC->dU-editing enzyme APOBEC-3G (Homo sapiens), Q9HC16. recombinant A3G, ssDNA deamination FAM/TAMRA fluorescence. inhibition, % at 20 µM. 0.28% of 330,000 active. AID 493012, 2011;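 active = inhibition of at least 40% at 20 µM, with no more than 30% in the related APOBEC3A deaminase screen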;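 note: plate controls were DMSO wells with A3G for no effect and wells lacking A3G enzyme for full effect; some compounds called inactive have numbers as strong as hits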
# mIAP activ: activators of mouse IAP, primary screen, biochemical, luminescence, uHTS; 0.24% of 330,000 active; intestinal alkaline phosphatase [Mus musculus]; activation factor at 10 µM; muIAP, CDP-Star luminescence, 30 min; stronger effect = higher value; 1 = vehicle-only enzyme signal, 0 = enzyme-free wells;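 active = activation factor of at least 2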; note: the source names both 10 and 20 µM as test concentration; values of inactives mirror those of a sister screen read the other way
#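 System: mouse IAP enzyme. Reagent: CDP-Star chemiluminescent phosphatase substrate. Benchmarks: DMSO wells, no-enzyme wells. Times: 30 min enzyme-substrate-compound incubation at room temperature. Detection: luminescence from enzymatic CDP-Star hydrolysis. Doses: test compounds delivered from DMSO solution.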
# beta cell repl: inducers of MIN6 beta-cell proliferation, primary screen, ATP luminescence, uHTS; AID 2380, 2010; MIN6 cells proliferation, ATPlite luminescence, 48 h; cells starved in 0.2% serum; 100% = growth in 10% serum; proliferation, % at 10 µM; 0.29% of 330,000 active;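 active = compounds whose signal lies at least 3.5 SD above the mean of all wells on their plate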;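 note: 0% = DMSO-treated cells in low-serum medium and 100% = 10% serum control; some compounds called inactive have numbers as strong as hits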
# mIAP block: inhibitors of mouse IAP, primary screen, biochemical, luminescence, uHTS. intestinal alkaline phosphatase [Mus musculus]. purified mouse IAP, CDP-Star luminescence, 30 min. inhibition, % at 10 µM. 0.2% of 330,000 active. AID 2806, 2010;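 active = inhibition of at least 40% at 10 µM in the primary screen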;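 note: plate controls were DMSO with enzyme for no effect and no enzyme wells for full effect; values of inactives mirror those of a sister screen read the other way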
# tim10-1 inh: growth inhibitors of tim10-1 mutant yeast, primary screen, luminescence, uHTS. S. cerevisiae tim10-1 ts strain growth, BacTiter-Glo, 24 h. inhibition, % at 20 µM. 2.2% of 330,000 active;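 active = inhibition of at least 40%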;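 note: mutant grown at 25 °C; 0% = DMSO wells with yeast and 100% = wells holding no yeast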
# APOBEC3A inh: APOBEC3A ssDNA deaminase inhibitors, primary screen, selectivity assay for APOBEC3G inhibitor project, biochemical, FAM/TAMRA oligo cleavage fluorescence; inhibition, % at 20 µM; AID 493011, 2011; recombinant A3A, FAM/TAMRA ssDNA deamination fluorescence; 0.41% of 330,000 active; DNA dC->dU-editing enzyme APOBEC-3A (Homo sapiens), P31941;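 active = at least 40% inhibition at 20 µM here, with at most 30% in a related deaminase screen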;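 note: plate controls were A3A with DMSO for no effect and wells lacking A3A enzyme for full effect; some results filed as inactive read as strong as hits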
# Target sequence (P31941 whole entry, looked up): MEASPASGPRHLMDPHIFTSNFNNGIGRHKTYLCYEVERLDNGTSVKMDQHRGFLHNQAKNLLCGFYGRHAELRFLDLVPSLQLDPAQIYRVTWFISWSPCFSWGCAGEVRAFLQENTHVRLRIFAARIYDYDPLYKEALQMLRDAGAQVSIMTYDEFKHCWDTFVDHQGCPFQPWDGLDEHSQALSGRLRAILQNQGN
# NLRP3 yeast inh: NALP3 inflammasome inhibitors in reconstituted yeast, primary screen, luminescence, uHTS. 0.39% of 330,000 active. Yeast reconstituted NLRP3/ASC/caspase-1, beta-gal luminescence, 24 h. inhibition, % at 10 µM. AID 2825, 2010;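 active = inhibition of 50% or more; inactive = inhibition below 50%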;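 note: plate controls were induced DMSO wells for no effect and uninduced yeast grown without galactose for full effect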
# TIM10 inh: growth inhibitors of isogenic TIM10 control yeast, primary screen, counter-screen for tim10-1 yeast inhibitor project, luminescence, uHTS. S. cerevisiae TIM10 strain growth, BacTiter-Glo luminescence, 24 h. inhibition, % at 10 µM. 1.4% of 330,000 active;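 active = inhibition of 40% or more at the single tested concentration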;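 note: wild-type TIM10 isogenic control strain grown at permissive 25 °C; 0% = DMSO yeast wells and 100% = minimal medium wells without yeast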
# hIAP inh: human IAP inhibitors, primary screen, biochemical, luminescence, uHTS. Intestinal-type alkaline phosphatase (Homo sapiens), P09923. inhibition, % at 10 µM. purified IAP, CDP-Star luminescence, 30 min. 0.12% of 330,000 active;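 active = inhibition reaching a set limit with compound at 10 µM in the primary screen, cut at about 35% in these data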;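 note: plate controls were DMSO wells with enzyme for no effect and no-enzyme buffer wells for full effect; values of inactives mirror those of a sister screen read the other way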
# Target sequence (P09923 whole entry, looked up): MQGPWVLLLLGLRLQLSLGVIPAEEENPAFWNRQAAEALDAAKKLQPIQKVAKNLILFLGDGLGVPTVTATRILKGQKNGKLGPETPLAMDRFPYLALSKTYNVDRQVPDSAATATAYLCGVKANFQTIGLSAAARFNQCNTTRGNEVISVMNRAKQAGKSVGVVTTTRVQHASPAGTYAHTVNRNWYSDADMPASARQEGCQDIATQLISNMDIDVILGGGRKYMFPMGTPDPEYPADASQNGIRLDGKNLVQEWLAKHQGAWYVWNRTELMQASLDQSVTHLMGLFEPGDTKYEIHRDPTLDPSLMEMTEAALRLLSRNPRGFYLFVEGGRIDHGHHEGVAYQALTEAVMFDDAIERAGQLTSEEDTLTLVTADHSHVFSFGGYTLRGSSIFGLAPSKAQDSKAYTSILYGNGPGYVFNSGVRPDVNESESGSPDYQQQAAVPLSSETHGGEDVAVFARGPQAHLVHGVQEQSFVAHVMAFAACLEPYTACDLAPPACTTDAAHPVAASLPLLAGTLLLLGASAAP
# Numbers without * were called inactive.
canonical_smiles	APOBEC3G inh	mIAP activ	beta cell repl	mIAP block	tim10-1 inh	APOBEC3A inh	NLRP3 yeast inh	TIM10 inh	hIAP inh
Cc1cc(/C=C2\SC(=S)N(C)C2=O)c(C)n1-c1ccc(O)cc1	-1	0.72	-7	28	34	-4	13	74*	9
Clc1ccc(-c2n[nH]c3c2CCC3)cc1Cl	-6	1.1	0	-7	56*	-2	7	49*	-8
CCN(CC(=O)Nc1ccccc1C(F)(F)F)C(=O)/C=C/c1ccc(Cl)c([N+](=O)[O-])c1	-6	0.99	5	1	-5	31	15	-8	15
O=C(c1cc(-c2ccccc2)nc2ccccc12)N1CCN(C2CCS(=O)(=O)C2)CC1 (stereo not drawn)	-7	0.91	0	9	-17	-6	9	8	9
CC(C)CCSc1nnc(Cn2c(=O)sc3ccccc32)n1C	-5	0.84	-2	16	-1	-1	10	-2	4
O=C(CCC(=O)c1ccc(Oc2ccccc2)cc1)Nc1ccc(C(=O)O)cc1	-5	0.95	0	5	11	-3	15	-13	10
CC(=O)Nc1sc(C)c(C)c1CN1CCN(Cc2ccccc2)CC1	1	0.91	2	9	21	5	10	-17	6
COc1ccc(OC)c(CNC(=O)C2CCC(=O)N(CCCN3CCCC3=O)C2)c1 (stereo not drawn)	-12	0.99	0	1	-19	-2	3	-4	-31
CCN1CCC(CNCc2cn(-c3ccc(OC)cc3)nc2-c2ccccc2Cl)C1 (stereo not drawn)	3	0.99	-5	1	-45	0	13	-64	7
COc1ccc(C(=O)Nc2ccccc2C(=O)NCCN2CCOCC2)cc1	-5	1	-1	-1	-4	-3	-4	-9	-10
O=[N+]([O-])c1ccc(CP(=O)(c2ccccc2)c2ccccc2)cc1	1	1	4	0	23	6	-6	4	8
COc1ccc(-c2cc(C(F)(F)F)c(C#N)c(SCC(=O)O)n2)cc1	-3	1.1	-3	-8	16	-3	4	-19	0
Cc1ccc(C)c(OCCCC(=O)NC2CCCCC2)c1	-8	1	0	-1	-9	-2	19	-9	7
Cc1cc(C)n(CCc2nc(-c3cccs3)cs2)n1	-4	0.87	-2	13	21	-3	21	7	1
CCS(=O)(=O)c1ccc(O)c(NC(=O)COc2ccccc2)c1	2	1.1	-2	-6	18	13	2	1	6
COc1ccc(NC(=O)N(Cc2cc3cc(OC)c(OC)cc3[nH]c2=O)CC2CCCO2)cc1 (stereo not drawn)	1	1	-1	-1	2	2	22	1	-8
COC(=O)Cn1c(CN2CCc3ccccc3C2)nc2c1c(=O)n(C)c(=O)n2C	-6	0.95	-1	5	29	-3	9	24	14
COC(=O)c1nnn(-c2cccc(Cl)c2)c1C(=O)OC	-6	1	-1	-4	9	2	8	8	-10
CCC1(C(=O)O)NC(c2cccc(OC)c2O)C2C(=O)N(c3ccccc3)C(=O)C21 (stereo not drawn)	1	1	-4	-4	-4	1	0	14	-28
O=C(O)CC1(CC(=O)NCc2ccc(-c3cccs3)cc2)CCCCC1	-5	1.1	-1	-8	4	-3	-11	8	-25
OC(COc1ccc(C2C=CCC2)cc1)CN1CCCCC1 (stereo not drawn)	-6	0.91	-1	10	10	-1	10	10	-22
COc1ccc(N=C2CCS(=O)(=O)c3sccc32)cc1	-13	1	1	-3	-2	-7	14	12	2
N/C(=N\c1nc(CSc2ccc(Cl)cc2)cc(=O)[nH]1)Nc1cccc2ccccc12	-6	1.2	-4	-20	0	-4	-7	-4	-26
COc1ccc(Cn2c(=S)[nH]c3ccccc32)cc1	-4	1.2	1	-20	39	4	8	18	-36
COc1cc(C(=O)OCc2cc(=O)n3ccsc3n2)ccc1OC(C)C	-3	1.1	-3	-10	-4	5	16	-16	15
COC(=O)C1CCN(C(=O)c2cc3ccccc3oc2=O)CC1	-2	0.98	-2	2	9	1	5	-7	17
COc1ccc(Cl)cc1C(=O)Nc1ccc2nc3n(c(=O)c2c1)CCCC3	-4	1.1	-2	-6	39	-1	23	17	-17
O=C(Nc1cccnc1)c1cccc(-c2cc3ccccc3oc2=O)c1	0	1	1	-3	6	7	-5	8	-2
Cc1ccc(C(=O)NC(NC(=S)Nc2ccc(S(N)(=O)=O)cc2)C(Cl)(Cl)Cl)cc1 (stereo not drawn)	-3	1	0	-2	2	5	11	2	1
CC1(C)OC(=O)C(=CNc2ccc(F)cc2)C(=O)O1	-2	0.96	0	4	1	-2	7	-13	-3
Cc1cccc(C(=O)NCCCn2ccnc2)c1C	-10	0.94	-2	6	-6	-3	10	-2	-2
COC(=O)CSc1nc2ncccc2[nH]1	-8	0.87	-3	13	14	-2	-6	6	0
CC(NC(=O)C1C(=O)N(CCO)C2(C)CC1c1ccccc1O2)c1ccccc1 (stereo not drawn)	-3	0.99	0	0	15	2	3	10	12
Cc1ccc(CNS(=O)(=O)CCNC(=O)c2ccccc2)cc1	-10	1	-2	-4	-10	-1	5	-3	2
Cc1ccc(S(=O)(=O)N(C)C)cc1NC(=O)COC(=O)Cc1n[nH]c(=O)c2ccccc12	1	1	1	-2	4	5	-1	13	0
COc1ccccc1NS(=O)(=O)c1cccc(C(=O)NN=C2CCCC2)c1	-8	1	-2	-3	14	1	-4	8	-6
COc1ccc(/C=C/C(=O)c2cc(F)ccc2OC(=O)c2ccccc2C)cc1OC	-2	0.93	0	7	41*	0	15	20	-1
COc1ccc(S(=O)(=O)Nc2ccccn2)cc1OC	-6	0.93	0	7	7	-3	-10	4	8
O=C(N/N=C/c1ccc(OC(=O)c2ccccc2Cl)cc1)c1cc(O)cc(O)c1	67	0.53	-5	47*	0	94	17	1	-4
O=C(COc1ccc2ccc(=O)oc2c1)Nc1ccc2c(c1)OCCO2	0	0.96	-5	4	0	3	13	-16	4
S=c1[nH]nc(-c2ccncc2)n1/N=C/C=C/c1ccco1	57*	0.69	-1	31	8	11	15	0	16
CCc1ccc(CNC(=O)CCn2ccc3cc(S(=O)(=O)N4CCCC4)ccc32)cc1	-4	1.1	-7	-14	9	-5	3	2	-48
Cc1ccc(-c2cccc(OC(=O)c3ccccc3F)c2)cc1	1	0.95	0	5	10	-2	9	0	1
Cc1ccc(CN2CCN(/N=C/C(Br)=C\c3ccccc3)CC2)cc1	-4	0.9	-3	10	11	-3	2	29	8
COc1cccc(N2[C@@H](CC(C)=O)c3cc(C(F)(F)F)ccc3S2(=O)=O)c1	-8	0.87	7	13	-13	-3	9	-19	-2

# Four entries picked at random from the list so far:
canonical_smiles	APOBEC3G inh	mIAP activ	beta cell repl	mIAP block	tim10-1 inh	APOBEC3A inh	NLRP3 yeast inh	TIM10 inh	hIAP inh
COc1cccc(N2[C@@H](CC(C)=O)c3cc(C(F)(F)F)ccc3S2(=O)=O)c1	-8	0.87	7	13	-13	-3	9	-19	-2
CC(NC(=O)C1C(=O)N(CCO)C2(C)CC1c1ccccc1O2)c1ccccc1 (stereo not drawn)	-3	0.99	0	0	15	2	3	10	12
Cc1ccc(CN2CCN(/N=C/C(Br)=C\c3ccccc3)CC2)cc1	-4	0.9	-3	10	11	-3	2	29	8
Cc1cccc(C(=O)NCCCn2ccnc2)c1C	-10	0.94	-2	6	-6	-3	10	-2	-2

# Next results.
mol	APOBEC3G inh	mIAP activ	beta cell repl	mIAP block	tim10-1 inh	APOBEC3A inh	NLRP3 yeast inh	TIM10 inh	hIAP inh
CC(=O)Nc1ccc(S(=O)(=O)N2CCC(NC(=O)c3ccco3)CC2)cc1	-7	1.1	-2	-12	21	-8	-16	-13	-19
CCOC(=O)c1cc(CC)sc1NC(=O)CN1CCN(C(=O)c2ccco2)CC1	-6	0.91	3	9	3	0	23	15	-11
CCOC(=O)C(NCc1ccco1)(NC(=O)c1ccc(OC)cc1)C(F)(F)F (stereo not drawn)	-11	1	0	-1	-8	-5	12	-3	-20
COc1ccccc1CC(=O)N1CCOCC1	-8	0.93	1	7	-1	-3	15	-7	-1
Cc1ccsc1/C=N/NC(=O)c1nnn(-c2nonc2N)c1C(C)C	-6	0.91	0	9	16	-4	17	-10	3
CCN(CC)C(=O)C(=O)Nc1ccc(OCc2ccccc2)cc1	-1	1.1	-2	-6	8	2	22	-13	2
CCOC(=O)C1Nc2ccc(C(=O)O)cc2C2C=CCC12 (stereo not drawn)	27	0.86	-4	14	2	81*	26	-1	-6
O=C(CSc1nc(-c2ccccc2)cs1)Nc1cccc([N+](=O)[O-])c1	-3	0.87	-3	13	27	-2	19	25	13
O=C(NCCC1=CCCCC1)c1ccc(-n2cncn2)c([N+](=O)[O-])c1	6	0.97	-1	3	11	1	31	4	8
COCCCNC(=O)/C(C#N)=C1\N=C(NC(=O)c2cccs2)c2ccccc21	0	0.98	-3	2	21	4	5	26	11
CN1CCN(C(c2ccccn2)c2cc(Cl)c3cccnc3c2O)CC1 (stereo not drawn)	3	0.91	-7	9	-23	2	37	-38	-62
Brc1ccc(C2=NC(Cc3ccccc3)CO2)cc1 (stereo not drawn)	20	0.96	-3	4	14	2	27	13	-33
OCCNCc1cccc2ccccc12	-3	0.95	-1	5	2	-3	1	11	12
c1ccc(-n2c(-c3ccncc3)nnc2N2CCOCC2)cc1	-2	1	0	-3	2	-3	17	8	-13
Cn1c(Cc2ccccc2)nnc1SCCC(=O)Nc1ccccc1	16	1	-3	0	-9	69*	7	0	5
O=C(CSc1nnc(CCCN2C(=O)c3cccc4cccc(c34)C2=O)n1-c1ccccc1)NCCCO	-6	0.97	0	3	12	1	7	18	1
C/C(=N\Nc1ccccn1)c1cccs1	-10	1	0	-3	16	1	-1	9	8
O=C(O)C1CCN(Cc2cccnc2)CC1	-4	1.1	-3	-5	-3	0	10	-2	7

# Screening data (PubChem BioAssay)
